UDG counterscr = blocks uracil-DNA glycosylase in AID counter-screen; FRET deamination/UDG coupled assay, UDG read, 4 h; Potency, µM (highest dose often 115 µM), without a hit: top-dose activity change, negative = inhibition, most hits filed as inhibitors; 91,000 tested, 0.14% active; AID 1347430; note: nearly all actives have a fitted effect of over 65% in size
AID inhibitor = inhibitors of human activation induced cytidine deaminase; 91,000 tested, 0.32% active; Potency, µM (top dose mostly 115 µM), inactives show at the highest dose activity change, negative = inhibition, usual class: inhibitors; Q9GZX7; AID 1347428; AID deamination FRET fluorescence, UDG-coupled, 4 h; note: nearly all actives have a fitted effect of over 25% in size
Target sequence (Q9GZX7 whole entry, looked up): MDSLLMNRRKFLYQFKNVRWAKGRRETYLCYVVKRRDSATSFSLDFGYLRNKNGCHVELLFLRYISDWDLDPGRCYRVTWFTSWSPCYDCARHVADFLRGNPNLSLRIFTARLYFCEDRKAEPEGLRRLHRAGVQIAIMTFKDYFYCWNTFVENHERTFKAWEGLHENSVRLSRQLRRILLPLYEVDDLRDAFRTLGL
Active calls of the source: *; ? = inconclusive; [ ] = another dose, or the depositor's remark. Calls come from the whole dose curve; as a rule, active = well fitted curve in the direction sought with a large enough effect; inconclusive = small, poorly fitted or top-dose-only effect, or another doubt; inactive = no such curve, though single readings can be large; an effect the other way counts as inactive or inconclusive. % is set by controls: 0 for no effect and ±100 for the full control effect; potency is the fitted concentration of half-maximal effect. This is a subset, so the mix of outcomes need not match the whole.

SMILES	UDG counterscr	AID inhibitor
O=C(NNC(=O)C1CCC(c2ccccc2)CC1)c1ccc(Br)cc1 (configuration not stated)	1%	3%
Cc1cc(C)c(C(=O)COC(=O)c2ccc(N3CCCC3=O)cc2)c(C)c1	8%	5%
CCSc1nc2n(n1)C(c1ccc(CC)cc1)C(C(=O)Nc1ccccc1OC)=C(C)N2 (configuration not stated)	-20%[57.5 µM]	6%
COc1cccc(CNC(=O)c2cccc(N3CCCN(Cc4ccc(C)cc4)C3=O)c2)c1	4%	-22%
N=C(N)SCc1ccc(F)cc1	-1%	0%
CCN(CC)S(=O)(=O)c1ccc(NC(=O)CN(c2ccccc2)S(=O)(=O)N(C)C)cc1	9%	-6%
N#CCCN1CCN(C(C(=O)O)c2cn(CCC(=O)O)c3cc(F)ccc23)CC1 (configuration not stated)	-6%	5%
COc1ccccc1NC(=O)CN1C(=O)c2cccc3cccc1c23	-3%[57.5 µM]	19%[57.5 µM]
O=c1nc2c(-c3ccc(F)cc3Cl)n[nH]n2c2ccccc12	4%	-10%
COc1ccc(/C=C(\C#N)C(=O)C(C)(C)C)cc1Br	-1%	-21%
O=C(Nc1ccc(-c2nc3ccccc3o2)cc1)c1cc([N+](=O)[O-])ccc1Cl	8%	12%
Cc1ccc(CNC(=O)c2ccccc2NC(=O)c2nsc3ccccc23)cc1	9%	0%
FC(F)(F)c1ccccc1N/N=C1/CCCc2ccccc21	-6%	1%
Cc1nc2nc(SCC(=O)Nc3cccc(Cl)c3)nn2c(C)c1Cc1ccccc1	-7%	-22%
CC1=CC(=O)C2C3C=CC(C3)C2/C1=N/OC(=O)c1ccc(C)cc1 (configuration not stated)	6%	-8%
Cc1ccc2c(c1)c1c(c(=O)n(-c3ccccc3)c(=O)n1Cc1ccccc1C)n2C	-1%	?
O=C(Nc1cccc(Cl)c1)c1cc(-c2ccc3c(c2)OCO3)on1	1%	-3%
N#Cc1cccc(NC(=O)CSc2nnc(-c3ccc(F)cc3)n2CC2CCCO2)c1 (configuration not stated)	2%	-8%
OCCN1CCN(c2ncnc3scc(-c4ccc(F)cc4)c23)CC1	-6%	-3%
Cc1cc(Nc2cccc(C(F)(F)F)c2)nc2ccc(NC(=O)c3cccnc3)cc12	-7%	-9%
CCC(C)NC(=O)CCc1ccc(C#N)cc1 (configuration not stated)	2%	-1%
CCN(CC)c1ccc(NC(=O)CCCn2cnc3c2c(=O)n(C)c(=O)n3C)cc1	2%	2%
CC(NC(=O)C1CCCC1)c1ccc(Cl)c(Cl)c1 (configuration not stated)	-4%	-9%
O=C(C1COc2ccccc2O1)N1CCN(c2nc3ccc(F)cc3s2)CC1 (configuration not stated)	6%	-9%
CCOc1ccccc1NC(=O)C(NS(=O)(=O)c1cccc2nsnc12)c1ccccc1 (configuration not stated)	5%[57.5 µM]	7%
Cc1ccc(C(=O)Nc2nc(C34CC5CC(CC(C5)C3)C4)cs2)cc1	11%	-2%
CCNC(=O)NC(=O)CN(C)Cc1ccco1	8%	14%
Cc1cc(C(=O)NCc2ccccc2C)c2c(C)nn(-c3cccc(F)c3)c2n1	12%	5%
COc1ccc(/C=C/C(=O)c2ccc(C)cc2)cc1OC	-14%	?
CCOC(=O)c1c(NC(=O)c2cc(CC(C)C)on2)sc(C(C)=O)c1C	-6%	11%

22 entries already listed, arranged by molar mass, falling.
SMILES	UDG counterscr	AID inhibitor
CCOc1ccccc1NC(=O)C(NS(=O)(=O)c1cccc2nsnc12)c1ccccc1 (configuration not stated)	5%[57.5 µM]	7%
N#Cc1cccc(NC(=O)CSc2nnc(-c3ccc(F)cc3)n2CC2CCCO2)c1 (configuration not stated)	2%	-8%
Cc1cc(Nc2cccc(C(F)(F)F)c2)nc2ccc(NC(=O)c3cccnc3)cc12	-7%	-9%
CCN(CC)c1ccc(NC(=O)CCCn2cnc3c2c(=O)n(C)c(=O)n3C)cc1	2%	2%
Cc1ccc2c(c1)c1c(c(=O)n(-c3ccccc3)c(=O)n1Cc1ccccc1C)n2C	-1%	?
N#CCCN1CCN(C(C(=O)O)c2cn(CCC(=O)O)c3cc(F)ccc23)CC1 (configuration not stated)	-6%	5%
Cc1ccc(CNC(=O)c2ccccc2NC(=O)c2nsc3ccccc23)cc1	9%	0%
O=C(C1COc2ccccc2O1)N1CCN(c2nc3ccc(F)cc3s2)CC1 (configuration not stated)	6%	-9%
O=C(Nc1ccc(-c2nc3ccccc3o2)cc1)c1cc([N+](=O)[O-])ccc1Cl	8%	12%
Cc1cc(C(=O)NCc2ccccc2C)c2c(C)nn(-c3cccc(F)c3)c2n1	12%	5%
OCCN1CCN(c2ncnc3scc(-c4ccc(F)cc4)c23)CC1	-6%	-3%
Cc1ccc(C(=O)Nc2nc(C34CC5CC(CC(C5)C3)C4)cs2)cc1	11%	-2%
O=C(Nc1cccc(Cl)c1)c1cc(-c2ccc3c(c2)OCO3)on1	1%	-3%
COc1ccccc1NC(=O)CN1C(=O)c2cccc3cccc1c23	-3%[57.5 µM]	19%[57.5 µM]
COc1ccc(/C=C(\C#N)C(=O)C(C)(C)C)cc1Br	-1%	-21%
CC1=CC(=O)C2C3C=CC(C3)C2/C1=N/OC(=O)c1ccc(C)cc1 (configuration not stated)	6%	-8%
O=c1nc2c(-c3ccc(F)cc3Cl)n[nH]n2c2ccccc12	4%	-10%
FC(F)(F)c1ccccc1N/N=C1/CCCc2ccccc21	-6%	1%
CC(NC(=O)C1CCCC1)c1ccc(Cl)c(Cl)c1 (configuration not stated)	-4%	-9%
COc1ccc(/C=C/C(=O)c2ccc(C)cc2)cc1OC	-14%	?
CCNC(=O)NC(=O)CN(C)Cc1ccco1	8%	14%
CCC(C)NC(=O)CCc1ccc(C#N)cc1 (configuration not stated)	2%	-1%

Carrying on.
SMILES	UDG counterscr	AID inhibitor
Cc1cc(C(F)(F)F)nc2ccccc12	-2%	-1%
CC(NC(=O)CC12CC3CC(CC(C3)C1)C2)C1CC2CCC1C2 (configuration not stated)	2%	-7%
CC(C)N(Cc1ccccc1)C(=O)CN1C(=O)COc2ccc(S(=O)(=O)N3CCCCCC3)cc21	0%	?
COc1ccc(N2CCN(C(=O)c3cc4c(-c5ccccc5F)nn(C)c4s3)CC2)cc1	-10%	?
NC(=O)C1CCN(C(=O)COC(=O)c2cc3ccccc3[nH]2)CC1	9%	1%
N#CCCn1cc(C(=O)Nc2ccccc2)c(-c2cccs2)n1	10%	-4%
CCc1ccccc1Nc1cc(C(=O)NCc2ccc(C)cc2)c2ccccc2n1	-22%[57.5 µM]	-17%
Cn1nc(C(=O)Nc2ccc(S(=O)(=O)C(F)F)cc2)c2ccccc2c1=O	5%	-3%
Cc1cccc(NC(=O)C2(C#N)CCCC2)c1C	-11%	0%
Cc1nc2cc(NC(=O)c3ccc(C)c(F)c3)ccc2o1	7%	13%
CCc1ccc(C2=CC(c3cccc(C)c3)n3c(nc4ccccc43)N2)cc1 (configuration not stated)	-16%[57.5 µM]	-8%[57.5 µM]
Cc1ccc(C2/C(=C(\O)c3ccc4c(c3)OCCO4)C(=O)C(=O)N2CCc2ccccc2)cc1 (configuration not stated)	-1%	-9%
O=c1cc(CN2CCN(c3ccccc3)CC2)c2cc(Cl)c(O)cc2o1	-6%	-13%
Cc1ccc(CNS(=O)(=O)c2ccc3[nH]c4c(c3c2)CCCC4)cc1	-11%[57.5 µM]	4%
O=C(OCc1ccc(-c2ccccc2)cc1)c1cnccn1	6%	-9%
CCOc1ccccc1NC(=O)CN(C)S(=O)(=O)c1ccc2ccccc2c1	-14%	-15%
CC(=O)c1cccc(NCc2ccccc2-c2nnc(-c3ccccc3)o2)c1	?	-18%
Cc1ccc(OCc2cc(=O)n3ccsc3n2)c(NC(=O)c2ccco2)c1	-2%[57.5 µM]	10%
CCCCOC(=O)c1c(N)n(-c2ccc(OC)cc2OC)c2nc3ccccc3nc12	-5%	12%
COc1ccc(N(C)C(=O)CCS(=O)(=O)c2cccc3nsnc23)cc1	4%	59%[activator]
COc1ccc(C(CNC(=O)c2ccc(C)cc2)N2CCOCC2)cc1 (configuration not stated)	-7%	-3%
COc1cc(-c2nnc(SCC(=O)Oc3ccccc3)o2)cc(OC)c1OC	58%[activator]	-5%
CCc1ccccc1N(CC)C(=O)C1CCN(c2ncnc3c2nc2n3CCCCC2)CC1	-7%	?
CCCN(CCC)C(=O)c1cc(-c2ccc3c(c2)OCO3)nc2ccccc12	-4%	-10%
CC1=C(C(=O)OC2CCCC2)C(c2cccc(Cl)c2Cl)CC(=O)N1 (configuration not stated)	3%	-3%
O=C(Nc1ccc2oc(-c3ccc(O)c(Br)c3)nc2c1)c1cc2ccccc2o1	7%	2%
CC1=C(C(=O)Nc2ccccc2Cl)C(c2cccs2)n2ncnc2N1 (configuration not stated)	-16%	3%
Clc1cccc(CN2CCc3ccccc3C2)c1	-11%	11%
CC(C)(C)c1ccc(C(=O)/C=C/c2cccc([N+](=O)[O-])c2)cc1	-5%	-7%
CCOc1ccc(S(=O)(=O)Nc2ccc3c(c2)CCCN3C(=O)c2cccs2)cc1	0%	-22%
Cc1ccc(C)c(NC(=O)C(C)SC(c2ccccc2)c2ccccc2)c1 (configuration not stated)	-11%	-17%
CC(=O)NCCc1ccc(C(=O)COC(=O)c2cc(C)ccc2O)s1	-4%	39%[activator]
COc1cccc(N2CCN(C(=O)Cn3ncc4c(=O)oc5ccccc5c43)CC2)c1	4%	10%
Cc1ccc(Cl)cc1N1CCN(C(=O)C2CCN(S(=O)(=O)c3ccc4c(c3)oc(=O)n4C)CC2)CC1	7%	-1%
Cc1cccc(NC(=O)Cc2nc(-c3ccccc3)oc2C)n1	4%	-2%
CCCCCCC(=O)OC1CC(C)(C)NC(C)(C)C1	-13%	-20%
Cc1cccc(/C=N/NC(=O)c2cccs2)c1	1%	-4%
CC1(C)C2CCC1(C)C(OCC[N+](C)(C)Cc1ccccc1)C2 (configuration not stated)	-12%	?
CCNC(=O)c1cccc(NC(=O)c2cc(=O)c3cc(C)ccc3o2)c1	-12%	-20%
CCCCC/C(CCCCCCC/C(CCCCC)=N/NC(N)=O)=N/NC(N)=O	-10%	-10%
CCc1ccc(C2=C(C)C(=NCC(=O)NCc3ccc(OC)cc3)NS2(=O)=O)cc1	7%	-5%
CCCN1C(=O)C2(c3ccccc31)c1c(oc3ccccc3c1=O)C(=O)N2CCCOC(C)C (configuration not stated)	6%	4%
CCS(=O)(=O)c1cccc(C(=O)N2CCN(c3nc4c(C)ccc(Cl)c4s3)CC2)c1	-6%	?
Cc1ccc(C)c(CN2CCC(CNC(=O)CCc3nnc4ccc(N5CCOCC5)nn34)CC2)c1	-1%	-4%
COCCn1c(SCc2nc(C(C)(C)C)no2)nc2sc(C)c(C)c2c1=O	-10%	-7%
COc1cccc(CNC(=O)Cn2c(SCC(=O)Nc3ccc(F)cc3)nc3ccccc32)c1	-1%	5%
Cc1nc(-c2ccc(S(=O)(=O)Nc3cc(Cl)ccc3C)cc2)co1	0%	0%
Cc1ccc(S(=O)(=O)N2CCN(c3nc4ccccc4nc3-n3nc(C)cc3C)CC2)cc1	?	?
O=C(CNC(=O)NCc1ccccc1)NCc1cccc(C(F)(F)F)c1	-3%	-2%
COc1ccc(C)cc1NC(=O)C(NS(=O)(=O)c1cccs1)c1ccccc1 (configuration not stated)	-11%	12%
O=c1cc(-c2ccccc2)sc2c1ccc1ccccc12	6%	?
CCN(C(=O)c1cc(S(=O)(=O)N2CCOCC2)cn1C)c1ccc(OC)cc1	16%	4%
O=C(c1ccccc1Br)N1CCC(CN2CCOCC2)CC1	6%	-3%
CCc1ccc(NC(=O)CN2C(=O)C3CCCN3c3ccc(S(=O)(=O)N(CC)CC)cc32)cc1 (configuration not stated)	1%	-5%
Cn1c2ccccc2c2nnc(SCc3c(F)cccc3Cl)nc21	7%	5%
Cc1ccc(NC2(c3nnnn3-c3ccc(C)cc3)CCCC2)cc1	-8%	-3%
CCOc1ccc(C(=O)c2oc3ccccc3c2NC(=O)c2nc(S(C)(=O)=O)ncc2Cl)cc1	-1%	3%
c1ccc2c(c1)OCCOCCOc1ccccc1OCCO2	-1%	2%
Cc1cc2nc(CSc3nc4ccc(NC(=O)C5CCCCC5)cc4s3)cc(=O)n2o1	-5%	-5%
CN(C)C(CNC(=O)CC1C=CCC1)c1cccs1 (configuration not stated)	0%	6%
The list continues:
SMILES	UDG counterscr	AID inhibitor
CCOc1cc(/C=C(\C#N)C(=O)Nc2ccc(OC)cc2)ccc1OCc1cc(=O)n2nc(CC)sc2n1	6%	208%[activator]
CCC(C)NC(=O)c1cccc2c(=O)c(C)c(-c3ccccc3)oc12 (configuration not stated)	-6%	-4%
O=C(CSc1cn(CCNC(=O)c2cccc(C(F)(F)F)c2)c2ccccc12)Nc1ccc2c(c1)OCCO2	-7%	?
CC(C)(C)CC(=O)NCC(c1ccc2c(c1)OCO2)N1CCOCC1 (configuration not stated)	-5%	6%
COc1ccc(-n2nnnc2SCc2cc(Cl)c3c(c2)OCCCO3)cc1	-4%	-8%
O=C(Cc1scnc1-c1cccs1)NCCc1ccccc1F	-4%	5%
COc1ccc(NC(=O)c2oc3ccccc3c2NC(=O)c2cc3ccccc3o2)c(OC)c1	-9%	11%
Oc1cc(O)c2c(c1)O[C@H](c1ccc(O)c(O)c1)[C@@H](O)C2	-6%	-3%
COc1cc(C(C)=O)ccc1COc1ccc(C(=O)OCc2ccc(Br)cc2)cc1OC	-2%	-17%
CCOC(=O)c1ccc(CN(Cc2ccc(F)cc2)S(=O)(=O)c2ccc(F)c(C(=O)Nc3cc(Cl)ccc3OC)c2)cc1	-5%	11%
Cc1ccc(S(=O)(=O)NCCc2csc(-c3cccc(F)c3)n2)cc1	5%	-17%
CC(C)OCCCNC(=O)Cc1ccc(NC(=O)N2CCCCc3ccccc32)cc1	32%[activator]	0%

Screening data deposited in PubChem by National Center for Advancing Translational Sciences (NCATS).
